Bioassay records (PubChem BioAssay)
GC-B act: GC-B (human) receptor activation; P20594; HEK293-GC-B cells, CNP EC30, cGMP TR-FRET; 0% at EC30 CNP, 100% saturating CNP; activation, % at 10 µM; 370,000 tested, 0.11% active;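 active means activation at 10 µM reaching about 35% in either raw or pattern-adjusted values, limit read from the data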
hgDAF-12 ag: hgDAF-12 agonism, primary luciferase screen | HEK293 GAL4-hgDAF12 UAS-luciferase reporter, agonist luminescence; normalized to butyrate control | activation, % at 6.8 µM | 370,000 tested, 1.8% active | AID 687014;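 active means activation above a cutoff set at the mean of all screened compounds plus 3 SD, cut at about 10% in these data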;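 further: 0% = DMSO wells and 100% = sodium butyrate wells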
hcDAF-12 act: activates DAF-12 receptor from parasite H. contortus | HEK293 hcDAF-12 lit1-tk-luc reporter, luminescence; 0% DMSO, 100% Δ7-dafachronic acid | 370,000 tested, 1.4% active | activation, % at 6.8 µM;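 active means activation above the mean of all tested compounds plus 3 SD, cut at about 5.5% in these data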;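 further: 100% = response to 3 µM Δ7-dafachronic acid high control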
ssDAF12 agonist: S. stercoralis DAF-12 activation, primary screen | AID 652126 | 370,000 tested, 1% active | HEK293 ssDAF-12/GRIP1 lit1-tk-luc reporter, luminescence; % of 3 µM dafachronic acid response | activation, % at 6.8 µM;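 active means activation above the mean over all tested compounds plus 3 SD, cut at about 0.9% in these data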;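 further: 0% = DMSO-only wells and 100% = 3 µM delta7-dafachronic acid wells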
HGIII-sPLA2 inh: Inhibits HGIII-sPLA2 liposome hydrolysis, primary screen; Q9NZ20; QFRET BODIPY PC-A2 liposome hydrolysis, fluorescence; inhibition, % at 12.2 µM; 370,000 tested, 0.56% active;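 active means inhibition above mean plus 3 SD of compounds lying within the high and low control bounds, cut at about 19% in these data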;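 further: 0% = median of test compound wells and 100% = no enzyme DMSO wells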
Target sequence (Q9NZ20 whole entry, looked up): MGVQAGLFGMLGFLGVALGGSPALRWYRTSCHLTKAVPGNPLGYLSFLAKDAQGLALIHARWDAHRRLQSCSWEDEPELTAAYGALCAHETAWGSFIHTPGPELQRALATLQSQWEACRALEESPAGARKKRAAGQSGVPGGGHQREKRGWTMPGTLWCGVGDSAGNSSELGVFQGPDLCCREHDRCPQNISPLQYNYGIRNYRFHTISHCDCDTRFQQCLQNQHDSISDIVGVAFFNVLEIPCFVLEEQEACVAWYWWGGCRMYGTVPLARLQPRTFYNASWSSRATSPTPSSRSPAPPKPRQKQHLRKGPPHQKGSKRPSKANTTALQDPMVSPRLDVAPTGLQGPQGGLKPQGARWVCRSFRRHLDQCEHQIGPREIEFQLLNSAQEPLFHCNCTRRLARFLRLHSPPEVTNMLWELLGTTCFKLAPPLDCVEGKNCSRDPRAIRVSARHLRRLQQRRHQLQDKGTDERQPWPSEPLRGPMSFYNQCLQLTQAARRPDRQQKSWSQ
KLK7 zymogen act: proKLK7 (human) activation, primary screen. P49862. purified proKLK7, EDANS-DABCYL substrate fluorescence; 100% is mature enzyme control, 0% vehicle. activation, % at 7 µM. 370,000 tested, 0.9% active. AID 652039;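 active means activation above the mean of all tested compounds plus 3 SD, computed per campaign excluding outliers beyond control limits, cut at about 13% in these data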
Target sequence (P49862 whole entry, looked up): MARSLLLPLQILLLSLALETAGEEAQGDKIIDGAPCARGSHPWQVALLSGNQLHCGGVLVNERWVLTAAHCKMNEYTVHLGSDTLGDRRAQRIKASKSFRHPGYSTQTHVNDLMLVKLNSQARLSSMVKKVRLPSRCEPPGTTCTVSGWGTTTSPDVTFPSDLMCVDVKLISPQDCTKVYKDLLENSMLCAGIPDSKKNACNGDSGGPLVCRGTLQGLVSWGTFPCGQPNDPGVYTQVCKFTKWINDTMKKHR
DAX1 inh-1: inhibitors of human orphan nuclear receptor DAX1 (NR0B1); HEK293 Gal4-DAX1 luciferase reporter, luminescence; inhibition, % at 6.75 µM; 340,000 tested, 0.99% active; AID 504766;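 active means inhibition above the mean over all tested compounds plus 3 SD, cut at about 4.2% in these data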;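 further: 0% = DAX1-transfected cells with DMSO and 100% = empty-vector control cells with DMSO; inhibition shows as a rise in luminescence from relieved DAX1 repression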
Target sequence (P51843 207-470 limits assumed): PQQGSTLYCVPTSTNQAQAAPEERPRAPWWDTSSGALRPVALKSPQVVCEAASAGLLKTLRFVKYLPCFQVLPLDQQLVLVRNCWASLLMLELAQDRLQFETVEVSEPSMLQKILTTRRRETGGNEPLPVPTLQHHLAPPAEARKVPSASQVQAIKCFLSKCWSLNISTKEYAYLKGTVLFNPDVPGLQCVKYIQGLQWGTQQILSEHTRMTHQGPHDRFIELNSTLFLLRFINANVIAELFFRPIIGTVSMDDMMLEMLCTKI
GC-A act: GC-A (human) enzyme activation | P16066 | HEK293 GC-A cells, cGMP TR-FRET, EC30 ANP; 0% at EC30 ANP, 100% saturating ANP | activation, % at 10 µM | 370,000 tested, 0.14% active | AID 1671463; in the data active means activation above about 40%
DAX1 inh-2: DAX1 (NR0B1) inhibition, primary screen | AID 652010 | inhibition, % at 6.8 µM | HEK293T StAR-luciferase reporter, SF-1/DAX-1 repression relief | 370,000 tested, 1.1% active;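 active means inhibition above the mean over all tested compounds plus 3 SD, cut at about 3.6% in these data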;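 further: 0% = DAX-1 cells with DMSO and 100% = cells lacking DAX-1 with DMSO; higher inhibition means more luminescence from relief of DAX-1 repression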
SMARCA2 act: activators of SMARCA2 function; MG213 cells, MMTV-luciferase reporter, dexamethasone, overnight; activation, % at 9.1 µM; 370,000 tested, 1% active; AID 652017; in the data active means activation above about 7.8%;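 further: 0% = vehicle wells and 100% = reference activator wells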
FXN GAA850 act: activators of GAA850 frataxin (FXN) promoter | HEK293 lucGAA850 FXN promoter luciferase reporter, 24 h; percent of 10 µM SAHA response | activation, % at 6 µM | 360,000 tested, 0.56% active | AID 540364;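 active means activation above the average of all compounds screened plus 3 SD, cutoff fixed separately per campaign, cut at about 7.5% in these data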;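 further: 0% = DMSO wells and 100% = 10 µM SAHA wells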
* hit, by the source's call; . = not tested or not shown; & = joins results of further samples. Random draw from the library. Share with any hit: about 6.7%.

The opening 2 compounds, to show the layout:
SMILES	GC-B act	hgDAF-12 ag	hcDAF-12 act	ssDAF12 agonist	HGIII-sPLA2 inh	KLK7 zymogen act	DAX1 inh-1	GC-A act	DAX1 inh-2	SMARCA2 act	FXN GAA850 act
Cc1cc(/C=C2\C(=N)N3N=C(S(C)(=O)=O)SC3=NC2=O)c(C)n1Cc1ccccc1	-1	-1.2	-1.6	-1.2	-13	0.4	3.4	1	-0.2	3	2.9
Cc1cccc(NC(=O)COC(=O)c2cccs2)c1C	1	2.0	-1.2	-1.1	2	-0.1	-0.4	4	-0.4	6	2.0

All compounds of this part, previewed entries included:
SMILES	GC-B act	hgDAF-12 ag	hcDAF-12 act	ssDAF12 agonist	HGIII-sPLA2 inh	KLK7 zymogen act	DAX1 inh-1	GC-A act	DAX1 inh-2	SMARCA2 act	FXN GAA850 act
Cc1cc(/C=C2\C(=N)N3N=C(S(C)(=O)=O)SC3=NC2=O)c(C)n1Cc1ccccc1	-1	-1.2	-1.6	-1.2	-13	0.4	3.4	1	-0.2	3	2.9
Cc1cccc(NC(=O)COC(=O)c2cccs2)c1C	1	2.0	-1.2	-1.1	2	-0.1	-0.4	4	-0.4	6	2.0
COc1cc(Cl)c(C)cc1NC(=O)COC(=O)/C=C/c1c(C)nn(C2CCS(=O)(=O)C2)c1Cl (stereo unspecified)	3	-0.8	1.1	-1.3	8	0.3	1.9	12	-0.2	-1	2.8
CC(C)C[C@@H](COc1ccccc1)N1CCN(CCc2ccccc2)CCC1=O	-5	-1.1	-1.2	-1.3	-3	0.5	0.4	5	0.0	-1	-1.8
O=C1C2CCCN2C(=O)N1CCCCN1CCN(c2ccc(F)cc2)CC1 (stereo unspecified)	1	1.0	-1.9	-1.1	5	0.0	-0.9	0	-0.1	-1	-1.6
O=C(CCCCCN1C(=O)CCC1=O)Nc1ccc(Br)cc1F	3	1.4	-0.3	-1.4	1	0.3	-0.2	0	0.1	2	-1.0
CCOC(=O)c1c(NC(=O)C(=O)N/N=C/c2ccc(O)c(OC)c2)sc2c1CCCCC2	-1	-1.0	1.6	-1.6	3	-0.4	0.2	-2	-0.5	-1	1.0
CCN1CCN(C(c2ccccc2)c2sc3nc(C)nn3c2O)CC1 (stereo unspecified)	4	2.5	2.9	-1.3	9	0.2	0.4	4	-1.1	-1	-0.6
COc1cc2c(N3CCOCC3)cc(O)c(CC(=O)Nc3ccccc3)c2cc1OC	-2	-2.6	-1.2	-1.1	-3	-0.1	-0.7	7	0.1	-7	-0.8
Oc1ccc(NCc2ccccc2OCc2ccccc2F)cc1	-4	-2.0	-0.5	-1.2	-6	2.3	-0.8	3	0.8	0	1.1
O=C(NCCc1nc2ccc(Cl)cc2[nH]1)C1CCC(=O)N(Cc2cccc(F)c2)C1 (stereo unspecified)	-2	-2.6	-1.4	-1.3	-7	0.8	1.0	2	-0.1	-1	0.1
CN(C)CC(=O)N1CCc2ccccc2C1	-2	1.9	-1.7	-1.4	2	0.1	1.4	0	0.2	3	-0.4
COC(=O)C1=C(N)OC2=C(C(=O)CC(C)(C)C2)C1c1ccccc1OCC#N (stereo unspecified)	-7	0.8	-1.1	-1.8	2	-0.3	-1.2	-8	0.1	1	0.1
CCC(=O)NC(c1ccc([N+](=O)[O-])cc1)c1c(O)ccc2ccccc12 (stereo unspecified)	1	-4.5	-0.1	-1.6	-19	0.5	-0.1	-2	-0.9	2	-4.9
COC(=O)CNc1ccc2c(c1)OCO2	-4	1.8	-0.1	-1.2	8	0.4	0.1	-3	0.3	0	1.3
Cc1ccc(S(C)(=O)=O)cc1C(=O)N1CC(C(N)=O)Oc2ccccc21 (stereo unspecified)	5	-1.3	2.1	-0.9	1	0.1	-0.6	2	0.1	-2	-1.2
COC(=O)Nc1ccc2c(c1)N(C(=O)CCN1CCOCC1)c1ccccc1S2	-5	-1.3	-0.6	-1.5	-11	0.1	-0.4	-4	-0.2	-1	2.1
C[n+]1c2n(c3ccccc31)N=C(c1ccccc1)CS2	0&-3	-8.9&-4.4	-1.1&-1.0	-1.2&-1.2	1&-5	-0.3&0.3	-4.0&-2.7	7&10	-2.9&-2.0	-6&-4	1.6&1.2
CNC(=O)c1cc(C(=O)c2ccccc2C(F)(F)F)c[nH]1	4	-1.9	-1.4	-1.7	10	0.0	-0.2	7	-0.8	-4	1.6
CCC[C@H]1[C@@H](OC(=O)NC(CC)CC)CC[C@@]23CCCN2C(=O)CCC[C@@H]13	-4	0.4	0.8	-1.7	2	.	.	-4	.	.	.
COc1cccc(C(=O)/C(C#N)=N/Nc2cccc(-c3ccnc(C)n3)c2)c1	4	-2.1	-0.9	-1.6	-4	0.2	0.7	4	0.3	-2	2.5
O=C(O)c1c(Cl)c(Cl)c(Cl)c(Cl)c1C(=O)N1CCOCC1	-7	1.4	-0.2	-0.6	3	-0.8	1.9	-8	0.4	-1	0.8
COc1ccc(C)cc1NC(=O)CNC(c1ccccc1)c1ccccc1	-6	-2.0	0.3	-1.3	-6	0.4	-0.7	-1	-0.1	1	0.6
O=C(COC(=O)CCC(=O)c1ccc(Cl)cc1)NCc1ccco1	-2	-2.6	-1.6	-0.7	2	0.4	-1.7	6	-0.6	-1	0.7
CCOC(=O)[C@@H]1[C@H]2COc3ccccc3[C@@H]2N2C(=O)N(c3cccc(Cl)c3)C(=O)[C@]12C	-10	-2.1	-0.7	-1.3	-16	0.3	-0.1	1	-0.8	0	-0.1
CCCN1CCC(NC(=S)Nc2ccc(OC)c(OC)c2)CC1	0	1.4	0.2	-1.4	0	0.2	1.5	-2	0.1	-5	-2.7
Cc1cccc(C)c1NC(=O)CNC(=O)C(C)N1CCN(c2cccc(Cl)c2)CC1 (stereo unspecified)	-4	1.8	-1.3	-1.6	-11	0.2	0.0	-3	-1.7	1	1.3
O=S1(=O)CC(N2CCN(Cc3ccccc3F)CC2)CN1Cc1cn(Cc2ccccc2)nn1 (stereo unspecified)	2	1.2	0.1	-0.8	-5	0.8	.	6	-0.5	-4	.
O=C(CSc1ncnc2c1cnn2-c1ccccc1)NC1CCS(=O)(=O)C1 (stereo unspecified)	-2	1.7	-0.2	-0.4	11	-1.1	-1.0	-3	-2.6	-5	-2.1
Cc1cccc(C)c1C(O)c1ncc(-c2cccc(C(F)(F)F)c2)[nH]1 (stereo unspecified)	0	0.5	0.1	-1.4	-10	-0.5	.	-6	-0.2	-4	-0.1
O=S(=O)(NCc1ccccc1Cl)c1ccc(-n2cccn2)cc1	1	-3.5	-1.0	-1.4	-12	0.3	-0.3	0	-0.2	-4	0.9
CC(OC(=O)c1ccccc1NS(=O)(=O)c1cccc(C(F)(F)F)c1)C(=O)N(C)Cc1ccccc1 (stereo unspecified)	6	0.3	-3.2	-1.6	-20	-0.1	-2.9	-6	-0.8	-5	-1.1
Cc1ccc(NC(=O)CCN2C(=O)C3CC=CCC3C2=O)cc1Cl (stereo unspecified)	7	-1.6	-1.0	-1.2	3	-0.3	2.5	1	0.7	-2	0.6
CCOC(=O)N1CCN(C(=O)C(CC(C)C)NS(=O)(=O)c2ccc(C)cc2)CC1 (stereo unspecified)	4	-0.2	0.4	-1.4	3	0.6	-0.5	-1	-0.3	0	-0.7
CCOC(=O)c1ccc(NC(=O)c2cc(F)c(F)cc2Cl)cc1	5	2.9	-0.3	-1.6	2	-0.2	2.2	-1	-0.1	-3	0.2
CC(C)OC(=O)c1cc2c(=O)[nH]c(C(Cl)(Cl)Cl)nc2o1	-3	1.5	-0.6	-2.0	-2	1.0	0.7	-2	0.0	-3	0.7
COc1ccc(N2CCN(C(=S)NC(=O)c3cccs3)CC2)c([N+](=O)[O-])c1	-6	-1.0	0.4	-0.5	26*	-0.8	1.1	-5	0.2	-5	0.3
CCc1noc(C)c1C(=O)N1CCN(S(=O)(=O)c2cccc(C(F)(F)F)c2)CC1	0	-2.2	-0.8	-0.6	1	0.1	1.1	-2	-0.4	0	-0.5
COc1ccccc1C(=O)NC(=O)COC(=O)CNC(=O)c1ccc(Cl)cc1Cl	-8	1.4	0.2	0.1	15	0.1	-1.1	0	1.6	-3	2.1
COc1ccc2ccc(O)c(CN3CCN(S(=O)(=O)c4cc([N+](=O)[O-])ccc4C)CC3)c2c1	-6	-0.2	-1.5	-0.8	5	0.7	-0.1	-2	0.6	-3	1.8
CC1=CC2=NC(=O)/C(=C\c3ccc(-c4cccc(Cl)c4)o3)C(=N)N2O1	-1	0.9	1.6	-1.0	-1	-7.8	-1.0	1	-0.2	-4	2.2
Cc1cccc(-c2nc(CS(=O)CC(=O)NCc3cccs3)c(C)o2)c1 (stereo unspecified)	0	-2.1	-0.3	-0.6	-4	-0.5	0.3	1	-0.7	1	1.9
CCN(CC(=O)NC1CCS(=O)(=O)C1)S(=O)(=O)c1c(C)c(C)cc(C)c1C (stereo unspecified)	1	3.0	-1.3	-0.9	-3	-0.1	1.0	0	0.9	-1	-0.4
CN(c1ccc(O)cc1)S(=O)(=O)c1ccc2ccccc2c1	1	0.2	-3.9	-1.1	-29	0.4	0.6	4	0.2	-3	3.1
CCn1c(CNC(=O)c2ccccc2Br)nnc1SCC(=O)NC1=NCCS1	0	0.3	0.3	-0.2	5	-0.5	0.8	-5	-0.2	-4	0.7
C/C(=C/c1c[n+](Cc2ccc3c(c2)OCO3)c(N)[nH]1)Cn1[nH]c(=O)n(-c2ccccc2)c1=O	5	0.3	1.7	-1.1	3	-0.1	.	2	-0.7	-3	.
CN(C)c1cccc2c(S(=O)(=O)NCc3ccc(S(N)(=O)=O)cc3)cccc12	5	-4.0	-2.5	-1.1	-23	3.0	0.9	1	-0.5	-2	-0.2
COc1ccc(C(=O)Nc2nncs2)cc1S(=O)(=O)N1CCOCC1	-2	-1.0	-2.3	-0.6	-1	-0.1	2.0	1	0.0	0	1.2
Cc1cc(NC(=O)c2ccc(Cl)cc2Cl)no1	4	12*	5.2	-0.3	3	0.2	6.7*	2	2.8	7	5.5
COC(=O)CSc1nsc(SCC(=O)OC)n1	0	-0.4	0.0	-1.1	0	0.4	-1.8	-4	0.2	-1	2.2
Nc1cc(=O)[nH]c(SCC(=O)Nc2cccnc2Cl)n1	-1	0.0	-0.5	-1.2	0	-0.8	1.2	-2	0.2	-1	-0.5
CC(=O)OCn1nnc2ccccc2c1=O	-1	-0.7	-0.1	-0.6	-5	0.0	0.0	3	0.0	0	0.4
CCN(CC)C(=O)C1=C(C)N(CCCN2CCCC2=O)C(=O)C(CC(=O)NCC2CCCCC2)C1 (stereo unspecified)	0	-1.1	-0.4	-0.9	13	0.0	-0.2	1	0.6	-6	1.7
Cc1sc(NC(=O)c2c(F)cccc2F)nc1-c1ccccc1	-3	-0.4	-2.3	-1.0	-10	0.2	-2.0	-5	-0.7	-1	1.5
CCN(CC)C(=O)CN(c1cc2c(cc1OC)oc1ccccc12)S(=O)(=O)c1ccc(C)cc1	2	-0.3	-1.5	-0.6	-13	-0.1	1.4	-1	0.6	-1	-1.2
